# Assay outcomes (PubChem BioAssay)
# GSK3B inh: human GSK3beta kinase inhibitors, primary screen, biochemical, cell-free homogeneous, HTS | Glycogen synthase kinase-3 beta (Homo sapiens), P49841 | GST-GSK3beta kinase, ADP-Glo luminescence, 60 min; active compounds read low | activity score (negative = inhibition), % at 10 µM | hit rate 0.038% among 300,000 | AID 2097, 2009;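 active = more than half of replicate wells score below -50%, meaning over 50% inhibition versus plate controls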;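 note: 0% = median DMSO wells and -100% = median GW8510 positive control wells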
#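 Test system: GST-tagged human GSK3beta kinase, cell-free; evaluation: activity score scaled between in-plate DMSO and GW8510 controls; measured by: ADP-Glo luminescence; incubation: 60 min reaction, RT; benchmarks: DMSO and 20 µM GW8510; reagent: peptide substrate plus 25 µM ATP (final); medium: Tris/MgCl2 kinase buffer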
# KCNQ1 pot: potentiators or activators of KCNQ1 channel, primary screen, cell-based, thallium flux, high-throughput. CHO-K1 KCNQ1, thallium flux FluxOR fluorescence; active compounds read high. AID 2648, 2010. Potassium voltage-gated channel subfamily KQT member 1 (Homo sapiens), P51787. hit rate 0.35% among 310,000. B-score at 10 µM;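 active = fluorescence ratio B-score, a plate-corrected score, at least three library SD, with initial intensity B-score within 5 SD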
#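 Medium – assay buffer, equal DMSO in all wells · Material – CHO-K1 cell line with stable KCNQ1 potassium channel expression · Signal – kinetic FluxOR thallium fluorescence, 10-s 1-Hz baseline, 110-s post-stimulus read · Compound – single concentration per compound, DMSO matched to controls · Schedule – 37 °C overnight plating, 90-min dark dye load, 20-min compound pretreatment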
# HDAC3 inh: HDAC3 deacetylase inhibitors, primary screen, biochemical, fluorescence, cell-free homogeneous. hit rate 0.15% among 320,000. inhibition, % at 8.3 µM. Histone deacetylase 3 (Homo sapiens), O15379. recombinant HDAC3, fluorogenic peptide/trypsin coupled. AID 2718, 2010; in the data active = inhibition above about 26%, passing the limit was not always enough
# KCNK9 inh: KCNK9 potassium channel inhibitors, primary screen, HEK293 cells, thallium flux; B-score at 10 µM; AID 488922, 2010; FluxOR thallium flux fluorescence; active compounds read low; Potassium channel subfamily K member 9 (Homo sapiens), Q9NPC2; hit rate 1.2% among 310,000;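 active = ratio B-score over 3 SD below the library mean, with starting fluorescence within 5 SD of its mean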;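 note: negative B-score means less thallium flux so channel inhibition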
# DYRK1A inh: rat Dyrk1A kinase inhibitors, primary screen, biochemical, single point, plate reader; hit rate 0.43% among 310,000; Dual specificity tyrosine-phosphorylation-regulated kinase 1A (Rattus norvegicus), Q63470; inhibition, % at 12.5 µM; ADP-Glo luminescence, NFATc1 peptide; AID 504441, 2011; in the data active = inhibition above about 50%;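 note: plate controls were vehicle with enzyme for no effect and no enzyme for full effect; many of its hits are not listed in these tables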
# KCNQ1 block: inhibitors of human KCNQ1 channel, primary screen, cell-based, thallium flux, high-throughput | AID 2642, 2010 | CHO-K1 KCNQ1, FluxOR thallium flux fluorescence; active compounds read high | hit rate 1.3% among 310,000 | Potassium voltage-gated channel subfamily KQT member 1 (Homo sapiens), P51787 | B-score at 10 µM;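 active = compounds whose thallium flux B-score, printed positive for inhibition, exceeds three library SD while starting fluorescence stays within three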;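 note: channel opened by potassium depolarization with thallium stimulus after 20 min compound exposure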
# GSK3 alpha inh: blockers of GSK3A enzyme activity – biochemical, luminescence, cell-free homogeneous, HTS, primary screen; Glycogen synthase kinase-3 alpha (Homo sapiens), P49840; inhibition, % at 10 µM; GSK-3 alpha kinase, ADP-Glo luminescence, 60 min; hit rate 0.1% among 320,000; AID 2650, 2010;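 in the data active = inhibition above about 50%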;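 note: GST-tagged GSK-3 alpha with peptide substrate and 25 µM ATP; 0% = DMSO neutral wells and 100% = GW8510 positive control wells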
# RGS4 act: RGS4 potentiators or activators, primary screen, cell-based, HEK293 M3R inducible RGS4, calcium flux. carbachol calcium flux Fluo4; active compounds read low. B-score at 10 µM. hit rate 0.92% among 310,000. AID 463111, 2010;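 active = B-score of the integrated calcium signal more than 4 SD below the library mean, with starting fluorescence not abnormally high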;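 note: negative B-score means reduced calcium response which marks RGS4 activation or potentiation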
#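 Material: M3R-expressing HEK293 line, RGS4 induced by doxycycline | Schedule: Overnight RGS4 induction, 30 min dye load 37 °C, 20 min compound RT | Measured by: Fluo4 fluorescence kinetic imaging of calcium | Read-out: Integrated calcium ratio converted to B score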
# hERG protect: hERG rescue from dofetilide block, primary screen, cell-based, CHO-hERG, FluxOR thallium flux, dofetilide IC70. Voltage-gated inwardly rectifying potassium channel KCNH2 (Homo sapiens), Q12809. dofetilide IC70 present. activation (rescue from dofetilide block), less the hit threshold, % at 10 µM. hit rate 0.51% among 310,000;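 active = activation above the mean of controls blocked by dofetilide plus 5 SD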;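 note: thallium influx through hERG after potassium depolarization seen as dye fluorescence rise; in these data hits start at about 4.7%; inactives centre near -7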
# Target sequence (Q12809 whole entry, looked up): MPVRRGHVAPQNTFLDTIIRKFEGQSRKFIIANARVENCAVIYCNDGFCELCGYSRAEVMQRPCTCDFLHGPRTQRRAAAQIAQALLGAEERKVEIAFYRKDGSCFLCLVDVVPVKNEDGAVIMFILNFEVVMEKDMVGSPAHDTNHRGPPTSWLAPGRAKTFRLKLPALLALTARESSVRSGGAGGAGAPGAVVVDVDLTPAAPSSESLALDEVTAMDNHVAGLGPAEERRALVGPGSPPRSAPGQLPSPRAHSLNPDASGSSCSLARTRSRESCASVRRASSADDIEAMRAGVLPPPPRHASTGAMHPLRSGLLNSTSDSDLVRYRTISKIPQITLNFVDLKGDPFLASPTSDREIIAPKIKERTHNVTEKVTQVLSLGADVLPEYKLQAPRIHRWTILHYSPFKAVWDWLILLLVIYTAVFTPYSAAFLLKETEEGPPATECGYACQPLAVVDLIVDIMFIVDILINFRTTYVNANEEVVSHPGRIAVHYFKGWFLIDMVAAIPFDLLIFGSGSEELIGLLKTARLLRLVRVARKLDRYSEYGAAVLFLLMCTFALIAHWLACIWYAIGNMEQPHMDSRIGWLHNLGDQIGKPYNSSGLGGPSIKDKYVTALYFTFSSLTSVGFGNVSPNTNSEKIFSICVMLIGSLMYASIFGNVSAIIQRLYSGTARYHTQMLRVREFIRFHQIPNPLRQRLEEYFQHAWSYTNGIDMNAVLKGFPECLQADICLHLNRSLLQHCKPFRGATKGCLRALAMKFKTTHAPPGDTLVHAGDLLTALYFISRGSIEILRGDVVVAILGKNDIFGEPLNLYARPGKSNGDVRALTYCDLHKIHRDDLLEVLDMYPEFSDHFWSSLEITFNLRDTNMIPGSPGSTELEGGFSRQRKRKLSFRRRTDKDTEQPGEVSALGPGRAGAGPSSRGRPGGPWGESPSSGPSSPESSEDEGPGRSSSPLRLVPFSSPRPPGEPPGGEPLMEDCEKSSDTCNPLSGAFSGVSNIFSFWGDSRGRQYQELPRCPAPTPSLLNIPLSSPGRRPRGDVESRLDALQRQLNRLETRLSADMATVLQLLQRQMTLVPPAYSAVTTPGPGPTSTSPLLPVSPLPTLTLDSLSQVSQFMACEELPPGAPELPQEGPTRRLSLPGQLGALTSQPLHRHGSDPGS
# KCNK3 block: human KCNK3 channel inhibitors, primary screen, CHO cells, FluxOR thallium flux, B-score. B-score at 10 µM. Potassium channel subfamily K member 3 (Homo sapiens), O14649. FluxOR fluorescence; active compounds read low. hit rate 0.84% among 340,000;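 active = B-score under library mean minus 4 SD, starting fluorescence ratio at most library mean plus 5 SD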;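 note: more negative B-score means stronger inhibition of thallium flux through KCNK3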
# PolyA inhibitor: polyadenylation inhibitors in yeast reporter cells, primary screen, luminescence, S. cerevisiae. calls only at 12 µM. AID 1875, 2009. hit rate 0.02% among 300,000. S. cerevisiae SKY197-pL101 polyadenylation reporter, beta-gal luminescence; efflux-impaired pdr1/pdr3 knockout yeast; score 100 = 6 SD above DMSO;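 active = lowest replicate activity score at least 50, where 100 means six control SD above control mean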;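 note: yeast exposed to compound for 9 h at 30 °C; higher score means more reporter readthrough which indicates perturbed polyadenylation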
# Active calls of the source: *; i = inactive; . = not tested or not shown.
smiles	GSK3B inh	KCNQ1 pot	HDAC3 inh	KCNK9 inh	DYRK1A inh	KCNQ1 block	GSK3 alpha inh	RGS4 act	hERG protect	KCNK3 block	PolyA inhibitor
COC(=O)c1coc(-c2ccc(OC)cc2)c1C(=O)OC	0	i	-8	i	38	i	4	i	-8	i	i
Cc1cccc(OCc2nnc(N)s2)c1C	8	i	4	i	-23	i	-5	i	-10	i	i
COCCC(=O)N1CCCC(CCC(=O)NCc2ccc(F)c(F)c2)C1 (centres undefined)	2	i	-5	i	3	i	0	i	-15	i	i
CCOc1ccc(Br)cc1S(=O)(=O)NCCN1CCCC1	1	i	.	i	0	i	0	i	-1	i	i
CC(NC(=O)c1cccc(S(=O)(=O)N2CCN(C)CC2)c1)C1CC2CCC1C2 (centres undefined)	1	i	4	i	.	i	-2	i	4	i	i
O=C1CSC(=S)N1/N=C/c1ccc(Cl)c([N+](=O)[O-])c1	-1	i	.	i	.	i	-2	i	-8	.	i
Cc1oc2ccc(NS(=O)(=O)c3ccccc3)cc2c1C(=O)Nc1ccccc1	-14	i	1	i	-4	i	-2	i	-13	i	i
Cc1cccc(CC(C)NC(=O)CCc2nnc(-c3ccccc3)o2)n1 (centres undefined)	4	i	-2	i	-7	i	0	i	-15	i	i
O=C(NC1CCC(O)CC1)c1cccc2cccnc12 (centres undefined)	3	i	10	i	7	i	0	i	-12	i	i
Cc1nc(S(=O)(=O)c2ccc(Cl)cc2Cl)nc2c1CCC2	0	i	-5	i	0	i	-1	i	-5	i	i
CCOC(=O)c1ccc(-n2c(CC)nc3ccccc3c2=O)cc1	2	i	.	i	.	i	.	i	2	.	i
O=S1(=O)CC/C(=N/Nc2ccccn2)c2cc(F)ccc21	-4	i	0	i	1	i	7	i	-13	i	i
CC(NC(=O)c1ccc(C(F)(F)F)cc1)C(c1ccccc1)N1CCOCC1 (centres undefined)	-1	i	2	i	2	i	0	i	-5	i	i
Cc1ccc2nc(-c3ccc(NC(=O)COCC(=O)O)cc3)sc2c1	1	i	-13	i	21	i	-1	i	3	i	i
COc1ccc(Nc2nc(N)nc(CSc3nccc(C)n3)n2)cc1	0	i	-11	i	9	i	1	i	-3	i	i
C/C=C\C=C/C(=O)Nc1cccc(C2=NOC3(C2)C[C@@H](C(N)=O)N(C(=O)C2(C)CC2)C3)c1 (some centres undefined)	-1	i	-6	i	6	i	-2	i	-3	i	i
O=C(NCc1ccc(Cl)cc1)C1CCCN(c2cnccn2)C1 (centres undefined)	-4	i	0	i	-4	i	0	i	-2	i	i
O=S(=O)(c1cccc2cccnc12)N(CCO)CCO	2	i	-4	i	9	i	-3	i	-1	i	i
Cc1ccc(S(=O)(=O)N2CCCC(C(=O)NC3=NCCS3)C2)cc1 (centres undefined)	-2	i	-4	i	-1	i	23	i	-5	i	i
CCc1c(C)c2cc(Cl)c(O)c(CN3CCCCC3)c2oc1=O	-1	i	-334	i	7	i	-2	i	-15	i	i
CCOC(=O)C(C)Sc1nnc(-c2ccccc2O)n1Cc1ccccc1 (centres undefined)	-2	i	5	i	-1	i	0	i	-13	i	.
O=c1c(C=NCc2ccccc2)c(NCc2ccccc2)nc2ccccn12	-3	i	14	i	2	i	0	i	-30	i	i
Clc1ccc(OCCn2ccnc2)c(Cl)c1	-1	i	-5	i	6	i	-1	i	-7	i	i
CCC1=NN2C(=N)/C(=C\c3cccn3-c3ccc(Br)cc3)C(=O)N=C2S1	0	i	.	i	-4	i	.	i	-8	i	i
O=C(COC(=O)c1ccccc1)NC1CCCC1	1	i	3	i	-1	i	0	i	-7	i	i

# The results go on.
smiles	GSK3B inh	KCNQ1 pot	HDAC3 inh	KCNK9 inh	DYRK1A inh	KCNQ1 block	GSK3 alpha inh	RGS4 act	hERG protect	KCNK3 block	PolyA inhibitor
COc1ccc(-n2ncc3c2CC(C)(C)CC3NC(=O)CCN2CCCC2=O)cc1 (centres undefined)	18	i	-10	i	.	i	-2	i	-10	i	i
O=C(Cc1ccccc1Cl)Nc1cccnc1	1	i	-1	i	-4	i	-3	i	-10	i	i
O=C1CN(C(=O)c2ccccc2F)C(c2ccc(F)cc2)c2cc(Br)ccc2N1 (centres undefined)	3	i	-1	i	1	i	0	i	-15	i	i
CCOc1ccc(NS(=O)(=O)c2cc(C(=O)N3CCCC3)ccc2Cl)cc1	5	i	4	i	9	i	-5	i	-8	i	i
O=c1cc(CN2CCN(CCO)CC2)c2cc3c(cc2o1)CCC3	-5	i	1	i	2	i	7	i	-13	i	i
COc1ccc(NS(=O)(=O)c2ccc(NC(=O)CCNS(=O)(=O)c3ccc(C)cc3)cc2)cc1	2	i	.	i	8	i	.	i	-3	i	i
Cc1cc2cc(CNC(=O)c3ccc4c(c3)OCO4)ccc2[nH]1	1	i	-3	i	-2	i	-2	i	-6	i	i
O=C(CC1CCS(=O)(=O)C1)NC1CCCCC1 (centres undefined)	-4	i	2	i	8	i	-1	-9.3*	-6	i	i
COCCN(Cc1cn(C)nc1-c1ccc(Oc2ccccc2)cc1)C(C)C	3	i	0	i	8	i	-4	i	-7	i	i
CCOc1ccc(C(C)(C)C)cc1S(=O)(=O)n1nc(C)cc1C	4	i	4	-9.6*	-3	6*	1	i	-3	-8.8*	i
O=C(/C=C/c1ccc(Cl)c([N+](=O)[O-])c1)NCc1cccnc1	4	i	-5	i	-7	i	-10	i	-4	i	i
CS(=O)(=O)N1CCN(CC(=O)NC2CCCC2)CC1	1	i	-1	i	3	i	-2	i	-9	i	i
COC(=O)NC(Nc1sc2c(c1C(N)=O)CCCC2)(C(=O)OC)C(F)(F)F (centres undefined)	-3	i	-3	i	3	i	-1	i	-11	i	i
COc1ccc(CN2CCn3ncc(C(=O)Nc4cccc(C)c4)c3C2=O)cc1	0	i	0	i	1	i	-5	i	-10	i	i
O=c1[nH]nc(N2CCOCC2)c(=O)[nH]1	1	i	1	i	-4	i	2	i	-7	i	.
CCOC(=O)c1nc(Nc2cc(C)cc(C)c2)c2ccccc2n1	-1	i	13	i	-3	i	2	i	-8	i	i
COC(=O)C(Cc1ccc(OC(=O)c2ccc(C)cc2)cc1)N1Cc2ccccc2C1=O (centres undefined)	1	i	1	i	6	i	5	i	-4	i	i
CCN1CCN(C(=S)Nc2cccc(C(F)(F)F)c2)CC1	1	i	0	i	3	i	-1	i	-17	i	i
Cc1cnc(C(=O)Nc2ccc(F)cc2)cn1	0	i	1	i	14	i	0	i	-14	i	i
Cc1cc(C)c(C(=O)N2CCCC(Nc3ccc(C)c(C)c3)C2)o1 (centres undefined)	1	i	4	i	-3	i	-1	i	-9	i	i
COc1cc(/C=N/n2c(-c3ccccc3)n[nH]c2=S)ccc1O	1	i	7	i	39	i	5	i	-13	i	i
CN1CCc2nc(SCC(=O)Nc3ccc(OC(F)(F)F)cc3)c(C#N)c(-c3cccs3)c2C1	0	i	-26	i	-7	i	0	i	0	i	i
Cc1no[n+]([O-])c1COc1ccccc1/C=N/n1nnnc1N	0	i	5	i	-3	i	1	i	-5	i	i
Cc1ccccc1OCC(O)Cn1c(NCc2ccccc2)nc2c1c(=O)[nH]c(=O)n2C (centres undefined)	-5	i	5	i	3	i	-1	i	-15	i	i
COc1cc(C(C[N+](=O)[O-])c2c(C)cc3ccccn23)ccc1O (centres undefined)	2	i	2	i	-5	i	-1	i	-11	i	i

# (listing goes on)
smiles	GSK3B inh	KCNQ1 pot	HDAC3 inh	KCNK9 inh	DYRK1A inh	KCNQ1 block	GSK3 alpha inh	RGS4 act	hERG protect	KCNK3 block	PolyA inhibitor
COC(=O)c1sc(NC(=O)CC(C)C)c(C(=O)OC)c1C	1	i	5	i	-4	i	-1	i	-5	i	.
COc1cccc(N(CC(=O)Nc2cccc(C(C)=O)c2)S(C)(=O)=O)c1	-16	i	1	i	-4	i	27	i	-2	i	i
COc1cc(NC(=O)NCC2CCN(Cc3ccccc3Cl)CC2)cc(OC)c1OC	-1	i	-5	i	2	i	3	i	-3	i	i
CCCCOc1ccccc1NC(=O)C=C(C)C	0	i	1	i	-8	i	-1	i	-5	i	i
CNC(=O)c1c(N)sc2c1CCCCC2	0	i	-1	i	.	i	-1	i	-1	.	i
COc1ccc(N2CCN(C(=O)COC(=O)CCOc3ccc(C)cc3)CC2)cc1	0	i	7	i	-6	i	-1	i	-11	i	i
COc1cc(NC(=S)NCCSc2ccc(C)cc2)cc(OC)c1	1	i	6	-9.3*	5	i	0	i	-16	i	i
O=C(CCC(=O)c1ccc[nH]1)c1ccc(Cl)cc1	2	i	4	i	-4	i	-3	i	-12	i	i
COC(=O)c1ccc(CNC(=O)CCc2c[nH]c3ccccc23)cc1	-3	i	1	i	-1	i	1	i	-5	i	i
Cc1ccc(Nc2nc(N)[nH]c(=O)c2N=O)cc1	-1	i	2	i	-2	i	-2	i	-9	i	.
Cc1cc(C(=O)Nc2ccc(C)c(C)c2)n(-c2ccccc2)n1	1	i	2	i	0	i	0	i	-10	i	i
CC(NC(=O)C(C)(C)C)C(c1cccs1)N1CCN(Cc2ccccc2)CC1 (centres undefined)	-1	i	2	i	0	i	-1	i	-8	i	i
COC(=O)/C(C#N)=C/c1c(Oc2cc(C)cc(C)c2)nc2c(C)cccn2c1=O	-18	i	-4	i	-9	i	-1	i	-10	i	i

# This is a subset; rates above refer to the full screens.
